Screening data from PubChem BioAssay.
MT1-MMP act inh = MT1-MMP (human) activation inhibition; P50281; AID 651647; GFP/RFP ratio change, % at 20 µM; HT1080 RFP-PRO-GFP cells, GFP/RFP ratio fluorescence, overnight; percent of plate control window, DMSO zero; 0.061% of 360,000 active;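 active = GFP/RFP ratio change of at least 30% with cell ATP level not reduced by more than half and red fluorescence within 50% of control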; also: strong numbers were not always called active
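Test system: HT1080 cells expressing an RFP-PRO-GFP fluorescent reporter construct / Compound dosing: single-point 20 µM compound, 1% DMSO / Schedule: cells overnight before dosing, compound overnight, 37 °C, 5% CO2 / Evaluation: GFP/RFP fluorescence ratio / Control set: DMSO and RFP-L50D-GFP cell wells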
Rpn11 block = Rpn11 (human) deubiquitinase inhibition; O00487; human 26S proteasome, Ub4-pepOG fluorescence polarization; 20S core pre-blocked with epoxomicin; calls only at 20 µM; 0.59% of 360,000 active; AID 588493;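 active = inhibition at 20 µM, scaled to each plate's controls, above about 33%, limit read from the data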
Target sequence (O00487 whole entry, looked up): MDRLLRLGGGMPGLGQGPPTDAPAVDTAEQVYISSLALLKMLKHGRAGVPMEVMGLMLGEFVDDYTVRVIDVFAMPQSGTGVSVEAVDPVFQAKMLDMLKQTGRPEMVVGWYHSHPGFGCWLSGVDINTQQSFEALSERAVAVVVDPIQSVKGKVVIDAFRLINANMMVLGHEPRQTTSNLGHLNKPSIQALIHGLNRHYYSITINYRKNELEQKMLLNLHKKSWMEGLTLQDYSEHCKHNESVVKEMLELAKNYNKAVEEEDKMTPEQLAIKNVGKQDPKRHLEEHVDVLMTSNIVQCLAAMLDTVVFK
CendR NRP1 mod = alters CendR peptide binding to human NRP-1; O14786; FAM-RPARPAR peptide binding to NRP-1, fluorescence polarization; inhibition, % at 25 µM; 0.85% of 360,000 active; AID 602438;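 active = inhibition or corrected inhibition above about 18%, plus a signal ratio from 0.5 to 1.5, limit read from the data, passing the limit was not always enough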; also: strong numbers were not always called active
SUMO1-SIM PPI = alters human SUMO1 binding to SIM partners | P63165 | AID 602429 | inhibition, % at 20 µM | 0.33% of 360,000 active | SUMO1 binding to a labelled peptide, TR-FRET, 1 h; in the data active = inhibition above about 37%
Target sequence (P63165 whole entry, looked up): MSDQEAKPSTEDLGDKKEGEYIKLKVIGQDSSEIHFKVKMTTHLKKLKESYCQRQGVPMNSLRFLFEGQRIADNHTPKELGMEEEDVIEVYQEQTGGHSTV
SKN-1 inh = blocks SKN-1 activity in C. elegans; C. elegans VP596 Pgst-4::GFP/RFP ratio, acrylamide-induced, 24 h; 0.49% of 360,000 active; inhibition, % at 21.8 µM;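 active = interference check ratio from 0.5 to 1.5 plus GFP to RFP signal ratio inhibition reaching or exceeding a fixed threshold, cut at about 30% in these data, passing the limit was not always enough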; also: some compounds called inactive have numbers as strong as hits
LMPTP block = blocks human LMPTP phosphatase. recombinant LMPTP-A, OMFP fluorogenic substrate, fluorescence intensity. inhibition, % at 20 µM. 0.22% of 360,000 active;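 active = compounds that cut the enzyme signal by at least half of the control window in the single-dose screen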;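 also: plate controls were DMSO wells with enzyme plus substrate for no effect and substrate without enzyme for full effect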
Target sequence (P24666 whole entry, looked up): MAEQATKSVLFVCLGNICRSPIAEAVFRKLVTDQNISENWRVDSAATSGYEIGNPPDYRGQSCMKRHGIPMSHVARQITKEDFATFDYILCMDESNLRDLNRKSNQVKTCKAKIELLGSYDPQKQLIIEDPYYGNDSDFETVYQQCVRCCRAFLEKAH
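Test system – LMPTP-A phosphatase enzyme · Quantity – 0.625 nM LMPTP-A final · Reagent – OMFP substrate, 400 µM final · Dosing – one test concentration per compound, 20 µM, with 3% DMSO overall · Timing – 50 min enzyme reaction at room temperature, protected from light · Detection – fluorescence intensity · Controls – substrate-only low control, DMSO enzyme-plus-substrate high control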
NadD block = NadD (S. aureus) enzyme inhibition. purified NadD enzyme, colorimetric absorbance read-out. inhibition, % at 20 µM. 0.78% of 360,000 active. AID 602399; in the data active = inhibition above about 26%; also: some compounds past the cut are filed as inactive
STEP block = blocks human striatal-enriched tyrosine phosphatase; 0.25% of 360,000 active; AID 588621; inhibition, % at 20 µM; recombinant STEP, OMFP fluorogenic substrate, fluorescence;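 active = inhibition at 20 µM, scaled per plate between control wells, above about 37%, limit read from the data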;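 also: 0% = DMSO with enzyme and substrate and 100% = substrate only without enzyme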
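Test system: STEP tyrosine phosphatase / Reagent: OMFP at 25 µM / Doses: 20 µM, 1% DMSO / Read-out: percent inhibition scaled to no-enzyme and uninhibited-enzyme controls, plate-pattern corrected / Detection: FITC-channel fluorescence of OMFP product / Medium: Bis-Tris buffer pH 6.0, 2.5 mM DTT, 0.005% Tween 20 / Schedule: 20 min at room temperature, dark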
DNMT1 inh = blocks human DNA methyltransferase DNMT1 | 0.83% of 360,000 active | DNMT1 molecular beacon, Hinp1I cleavage, fluorescence | inhibition (reported as % activation of signal), % at 10 µM | P26358; in the data active = inhibition above about 50%
Scp1 inh = blocks human Scp-1 phosphatase activity; Q9GZU7; Recombinant Scp1, phosphopeptide, malachite green phosphate absorbance; inhibition, % at 20 µM; 0.88% of 340,000 active; AID 493091;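 active = inhibition above about 50% at 20 µM, limit read from the data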;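 also: plate controls were DMSO wells with enzyme for no effect and wells lacking enzyme for full effect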
Target sequence (Q9GZU7 76-261 limits assumed): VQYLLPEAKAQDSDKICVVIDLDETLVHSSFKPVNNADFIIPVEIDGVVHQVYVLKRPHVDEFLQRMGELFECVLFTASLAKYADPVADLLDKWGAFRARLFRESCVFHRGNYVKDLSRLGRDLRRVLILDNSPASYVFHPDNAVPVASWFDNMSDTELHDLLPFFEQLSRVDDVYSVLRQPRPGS
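Incubation: 45 min enzyme reaction at room temperature / System: truncated SCP-1 phosphatase (76-261aa) / Reagent: Phospho 17-mer peptide substrate / Buffer or medium: Acidic Tris acetate buffer with magnesium and detergent / Signal: absorbance at 630 nm / Doses: one concentration, 20 µM, with 1.0% DMSO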
* = called active by the depositor; i = inactive; x = no result given.

Start of the listing, in advance, five compounds:
SMILES | MT1-MMP act inh | Rpn11 block | CendR NRP1 mod | SUMO1-SIM PPI | SKN-1 inh | LMPTP block | NadD block | STEP block | DNMT1 inh | Scp1 inh
O=C(CN(C(=O)Cn1nnc(-c2ccc(F)cc2)n1)C1CCCC1)NC1CCCC1 | -1 | i | 12 | 0 | 9 | -0.4 | -7 | 12 | -3 | -3
CC1CCCN(c2ccc3nc4ccccc4c(=O)n3n2)C1 (stereo not drawn) | -4 | i | -7 | -6 | 7 | -0.6 | -1 | -1 | -5 | -4
Cc1noc(C)c1COc1ccc(C(=O)NNC(=O)c2ccccc2O)cc1 | 6 | i | -2 | 4 | 8 | -0.7 | 2 | 0 | 5 | -1
Cc1ncsc1C(=O)N1CCCC(CNS(=O)(=O)c2cccs2)C1 (stereo not drawn) | 0 | i | -16 | 3 | 4 | 0.4 | -1 | -1 | 1 | 4
COc1ccc(NC(=O)CN(C)S(=O)(=O)c2ccc3c(c2)c(=O)n(C)c(=O)n3C)cc1 | 0 | i | -4 | 6 | 10 | -0.8 | 1 | 0 | 12 | 16

The list itself, from the start:
SMILES | MT1-MMP act inh | Rpn11 block | CendR NRP1 mod | SUMO1-SIM PPI | SKN-1 inh | LMPTP block | NadD block | STEP block | DNMT1 inh | Scp1 inh
O=C(CN(C(=O)Cn1nnc(-c2ccc(F)cc2)n1)C1CCCC1)NC1CCCC1 | -1 | i | 12 | 0 | 9 | -0.4 | -7 | 12 | -3 | -3
CC1CCCN(c2ccc3nc4ccccc4c(=O)n3n2)C1 (stereo not drawn) | -4 | i | -7 | -6 | 7 | -0.6 | -1 | -1 | -5 | -4
Cc1noc(C)c1COc1ccc(C(=O)NNC(=O)c2ccccc2O)cc1 | 6 | i | -2 | 4 | 8 | -0.7 | 2 | 0 | 5 | -1
Cc1ncsc1C(=O)N1CCCC(CNS(=O)(=O)c2cccs2)C1 (stereo not drawn) | 0 | i | -16 | 3 | 4 | 0.4 | -1 | -1 | 1 | 4
COc1ccc(NC(=O)CN(C)S(=O)(=O)c2ccc3c(c2)c(=O)n(C)c(=O)n3C)cc1 | 0 | i | -4 | 6 | 10 | -0.8 | 1 | 0 | 12 | 16
CCC(C)(C)NC(=S)Nc1ccc(-c2nc3ccc(C)cc3s2)cc1 | 2 | i | -16 | -4 | 6 | 0.8 | 9 | 2 | -3 | -5
Cn1c(CNC(=O)c2ccco2)nnc1SCC(=O)c1ccc(Br)cc1 | 0 | i | -10 | -2 | -2 | 0.4 | 2 | -3 | 0 | 3
CCOC(=O)c1cnc(SCC(=O)Nc2ccc3c(c2)OCCO3)nc1N | 7 | i | 18 | 3 | 10 | -1.3 | 4 | -2 | 0 | 8
COc1ccccc1-c1nc(C(=O)NCC2CCCO2)cc2c1[nH]c1ccccc12 (stereo not drawn) | -2 | i | -6 | -2 | 10 | 1.5 | 3 | 1 | -17 | -4
O=C(O)COc1ccc(/C=N/O)cc1Br | 2 | i | 11 | 1 | -5 | -0.9 | 1 | 3 | -2 | -8
CCOC(=O)[C@@H]1[C@H]2COc3cc(OC)ccc3[C@H]2N2C(=O)N(c3cccc(Cl)c3)C(=O)[C@]12C | -9 | i | -1 | 3 | 8 | 1.9 | -5 | 4 | 11 | -9
C[C@@H]1CN([C@H](C)CO)C(=O)CCCn2nncc2CO[C@H]1CN(C)Cc1ccncc1 | 2 | i | 8 | 2 | -5 | -3.7 | 3 | -4 | 5 | x
CC(=O)OCCNc1cc(SC(C)C)c2nonc2c1[N+](=O)[O-] | -3 | i | -7 | -20 | 1 | 0.6 | 5 | 2 | -4 | -2
NC(=O)C[n+]1cccc(CNC(=O)c2ccc(OC(F)F)cc2)c1 | -1 | i | -1 | -5 | -2 | -0.1 | 2 | -2 | 1 | -1
O=C(NN1C(=O)C2C(c3ccccc3)C=CC(c3ccccc3)C2C1=O)c1ccncc1 (stereo not drawn) | 0 | i | 13 | 1 | -5 | 0.4 | 5 | 5 | 28 | -1
COc1ccc(CCNS(=O)(=O)c2ccc3c(c2)NC(=O)C(C)S3)cc1OC (stereo not drawn) | 6 | i | -4 | 3 | -11 | -1.3 | -5 | -2 | -2 | 16
COC(=O)c1cccnc1-n1c(=O)c2cccnc2n(CC(=O)Nc2ccc(Br)cc2)c1=O | -1 | i | 4 | 4 | 2 | -1.2 | -1 | -3 | 0 | -4
COCn1c(-c2ccccc2)nc2ccccc21 | -3 | i | -6 | 1 | 11 | 1.8 | 0 | -1 | 1 | -3
COc1ccccc1N1CCN(Cc2cc(=O)oc3ccccc23)CC1 | 0 | i | -1 | 2 | 0 | 0.3 | -1 | -1 | -1 | x
CCOC(=O)N1CCN(C(=O)COC(=O)COc2c(C)cc(C)cc2C)CC1 | 6 | i | 2 | -7 | 2 | -1.0 | -5 | 0 | 4 | 1
COc1ccc(/C(N)=N/OC(=O)Cc2ccc(C)cc2)cc1OC | 2 | i | 7 | -1 | 9 | 1.2 | -12 | 0 | 0 | -5
COc1ccccc1CC(=O)Nc1ccc2c(c1)CCC2 | -1 | i | 2 | -2 | -1 | -0.4 | 1 | 3 | 10 | -1
S=C1NC2=C(CCC/C2=C\c2ccc(Cl)cc2)C(c2ccc(Cl)cc2)N1 (stereo not drawn) | 2 | i | 7 | -12 | 12 | 1.5 | 16 | 2 | -18 | -13
Cc1cccc(NC(=S)N2CCN(c3ccccc3F)CC2)c1C | -2 | i | -6 | 5 | 17 | 0.2 | 5 | 1 | -4 | 1
CC(C)(C)OC(=O)C[C@H]1C/C=C\C[C@@H](CC(=O)N[C@H](CO)Cc2ccccc2)C(=O)NC[C@H](c2ccccc2)OC1=O | 4 | i | 3 | 8 | 8 | -1.4 | 0 | 1 | 7 | 4
CC(C)(C)OC(=O)N1CCN(c2ccc(NC(=O)Cn3nnc(-c4ccccc4)n3)cc2)CC1 | 1 | i | -14 | 0 | -18 | -4.3 | 5 | 0 | 5 | -10
CCOC(=O)[C@@H]1[C@H]2COc3cc(OC)ccc3[C@@H]2N2C(=O)N(c3ccc(F)cc3)C(=O)[C@@]12C | -4 | i | -3 | -5 | 3 | -0.1 | -6 | -1 | -2 | -8
CCCCCc1cc(=O)oc2c(C(CCN3CCCC(C)C3)c3ccc4c(c3)OCO4)c(OC)cc(OC)c12 (stereo not drawn) | 3 | i | 0 | -25 | 17 | 7.6 | 7 | 2 | -1 | -4
O=C(c1cc(COc2ccc(F)cc2Cl)on1)N1CCCCCC1 | 1 | i | 7 | -1 | 38* | 1.3 | -4 | -2 | -4 | -11
O=C(COC(=O)/C=C/c1cccc(Br)c1)NC1CCCCCC1 | 0 | i | -1 | 3 | 4 | -1.2 | -5 | -3 | 13 | -5
CN(Cc1ccccc1)C1(CNC(=O)CCC(F)(F)F)Cc2ccccc2C1 | -1 | i | 13 | 0 | 12 | -0.5 | -1 | -1 | -1 | -10
N#Cc1ccccc1NC(=O)Nc1cccs1 | -3 | i | -2 | 6 | 26 | 1.7 | 0 | 0 | 2 | 0
O=C(NCc1ccc(Cl)cc1)C1CCN(S(=O)(=O)c2ccc(F)cc2)CC1 | -6 | i | 6 | 0 | -3 | 0.1 | -3 | 0 | -6 | 1
COc1cccc(CNC(=O)c2nnn(CC(=O)Nc3ccc(C)c(C)c3)c2N)c1 | -4 | i | 1 | 3 | -8 | 12 | -4 | 6 | 21 | -4
Cc1ccc(-c2csc3nc(C)n(-n4c(C)ccc4C)c(=O)c23)o1 | -6 | i | 0 | -4 | -7 | -0.6 | 1 | 7 | -2 | -6
O=C(CCN1C(=O)C2C3CCC(C3)C2C1=O)Nc1cccc(Cl)c1 (stereo not drawn) | -3 | i | -4 | -1 | 17 | -2.0 | -7 | -2 | 0 | 2
CN(C)C(/C=C/Nc1ccc(O)cc1)=C(C#N)C#N | 4 | i | 7 | 1 | 7 | -1.1 | 4 | -2 | 2 | -3
O=C(Cc1ccc(F)cc1)c1ccc(O)cc1O | -7 | i | 6 | 2 | 13 | -0.2 | 0 | 2 | -6 | -2
CCn1c2ccc(/C(C)=N\O)cc2c2cc(/C(C)=N\O)ccc21 | 0 | i | -9 | 2 | 7 | 0.0 | 1 | 0 | -12 | -9
CCOCc1cnc(C)nc1NCC(=O)c1c(C)n(C)c2ccc(OC)cc12 | 2 | i | -5 | 1 | -16 | 0.0 | -2 | -4 | 1 | 51*
CN1CCN(c2oc(Cc3cccc4ccccc34)nc2C#N)CC1 | -1 | i | -5 | 0 | -2 | -1.1 | -3 | -1 | -1 | -18
COc1ccc(NS(=O)(=O)c2ccc(C)c(C(=O)NCC(c3ccco3)N(C)C)c2)cc1 (stereo not drawn) | -3 | i | -6 | -18 | 2 | -8.5 | 0 | -1 | -5 | -8
CC(=O)c1cccc(NCC(=O)N2CCN(S(=O)(=O)c3ccccc3)CC2)c1 | -5 | i | 10 | 0 | -1 | 0.0 | -3 | 4 | -5 | -7
COC(=O)/C(=C1/Oc2ccc(C)cc2S1)C(F)(F)F | 0 | i | 5 | -2 | 1 | -0.7 | 0 | -4 | -1 | -7
CC(C)c1cc(NCCOCCO)n2c(nc3ccccc32)c1C#N | 7 | i | 12 | 5 | -3 | -1.7 | -8 | -1 | 2 | -4
CC(C)C(CCNC(=O)CN1C(=O)c2ccccc2C1=O)c1ccco1 (stereo not drawn) | 0 | i | -15 | -5 | 10 | 0.7 | 2 | 1 | 0 | -2
